NF-kB expr up: compounds increasing NF-kB expression in human neuronal cells. NF-kB reporter expression; hits give high values. 190,000 tested, 1.6% active. AID 1239. fold change at 12.5 µM; in the data active = fold change above about 3.3
FLuc inh counter: Photinus pyralis luciferase inhibition counter-screen; P08659; inhibition, % at 10 µM; 200,000 tested, 1.5% active; ATPLite firefly luciferase biochemical luminescence, 10 min;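 active = inhibition above about 50% when tested at 10 µM, limit read from the data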
Target sequence (P08659 whole entry, looked up): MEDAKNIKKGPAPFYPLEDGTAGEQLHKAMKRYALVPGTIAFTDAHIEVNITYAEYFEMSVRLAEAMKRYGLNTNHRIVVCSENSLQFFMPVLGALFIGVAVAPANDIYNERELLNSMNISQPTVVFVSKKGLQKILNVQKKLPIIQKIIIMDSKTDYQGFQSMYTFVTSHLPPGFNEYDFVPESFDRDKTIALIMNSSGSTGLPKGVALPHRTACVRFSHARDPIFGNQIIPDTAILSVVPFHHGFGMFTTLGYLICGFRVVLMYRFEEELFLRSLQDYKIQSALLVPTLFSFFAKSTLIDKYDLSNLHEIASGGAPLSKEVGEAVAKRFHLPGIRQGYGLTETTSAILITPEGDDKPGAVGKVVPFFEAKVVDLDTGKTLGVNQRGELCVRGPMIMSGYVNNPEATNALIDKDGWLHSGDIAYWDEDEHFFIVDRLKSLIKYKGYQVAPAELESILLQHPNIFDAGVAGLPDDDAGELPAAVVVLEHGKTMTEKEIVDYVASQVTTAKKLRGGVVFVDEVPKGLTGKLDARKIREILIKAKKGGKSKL
STAT1 blocker: STAT1 signaling inhibition. NIH 3T3 STAT1-luciferase reporter, IFN-gamma, luminescence. inhibition, % at 5.5 µM. 200,000 tested, 0.35% active. AID 920;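 active = inhibition above a set limit, the mean inhibition across all tested compounds plus 3 SD, cut at about 34% in these data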;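 note: 0% = IFN-gamma with DMSO and 100% = IFN-gamma with 300 µM nifuroxazide; values of inactives mirror those of a sister screen read the other way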
RAM inhibit: blocks the yeast RAM network. S. cerevisiae dse1pr::URA3 reporter, 5-FOA growth OD615, 2 d; analog-sensitive cbk1-as2 kinase mutant strain. inhibition, % at 50 µM. 190,000 tested, 1.8% active. AID 868;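 active = inhibition above a set limit, 3 SD over mean compound inhibition, cut at about 8.4% in these data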;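 note: 0% = DMSO-only wells with no growth and 100% = 10 µM 1-NA-PP1 full growth; inhibition rescues growth on 5-FOA so higher OD means more RAM inhibition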
STAT3 blocker: reduces IL-6 driven STAT3 reporter signal | U3A cells, IL-6 STAT3-luciferase reporter, luminescence; host cell line lacks STAT1 | inhibition, % at 5.5 µM | 190,000 tested, 0.89% active;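 active = inhibition above the mean inhibition across all screened compounds plus 3 SD, cut at about 44% in these data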;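 note: 0% = DMSO only wells and 100% = 100 µM nifuroxazide control wells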
APP transl inh: APP translation inhibition; SH-SY5Y APP 5'UTR-luciferase reporter, luminescence; inhibition, % at 2 µM; 190,000 tested, 0.82% active;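 active = inhibition above a set limit, derived from the sample mean plus 3 SD, cut at about 45% in these data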; note: values of inactives mirror those of a sister screen read the other way
Hsp70 act: switches on Hsp70 transcription; HeLa Hsp70 promoter luciferase reporter, luminescence; scaled: vehicle 0, proteasome-inhibitor control 100%; AID 1203; 200,000 tested, 0.04% active; activation, % at 10 µM;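 active = activation above the mean across all tested compounds plus 3 SD, cutoff set per campaign, cut at about 5.5% in these data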;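 note: 100% = MG132 at 30 µM as the positive control and 0% = DMSO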
STAT1 act: STAT1 signaling activation. NIH 3T3 STAT1-luciferase reporter, IFN-gamma, luminescence; 100% = IFN-gamma alone, no compound. activation (% of control), % at 5.5 µM. 200,000 tested, 2.6% active;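 active = activation above the screen-wide mean activation plus 3 SD, cut at about 130% in these data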;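 note: raw ratio to IFN-gamma control signal so 100% means no change and 0% no light; values of inactives mirror those of a sister screen read the other way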
STAT3 act: increases IL-6 driven STAT3 reporter signal. 190,000 tested, 0.91% active. U3A cells, IL-6 STAT3-luciferase reporter, luminescence; 100% = signal with IL-6 EC80 alone. AID 871. activation (% of control), % at 5.6 µM;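 active = activation above the screen-wide mean of compound activation plus 3 SD, cut at about 130% in these data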;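 note: 0% = background luminescence of wells with medium and substrate only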
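Assay system – human STAT1-deficient U3A cells with stable STAT3-luciferase reporter · Also added – IL-6 (33 ng/mL) · Schedule – compound 1 h, then IL-6 6 h at 37 °C · Technique – reporter luminescence signal · Evaluation – % activation versus median of IL-6-stimulated wells · Benchmarks – IL-6-only wells as 100% reference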
APP 5'UTR act: APP 5'UTR luciferase reporter activation; 190,000 tested, 1% active; activation, % at 2 µM; SH-SY5Y APP 5'UTR luciferase reporter, luminescence; zero percent = DMSO vehicle wells; AID 1276;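 active = activation above a set limit, based on mean plus 3 SD of controls, cut at about 140% in these data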; note: values of inactives mirror those of a sister screen read the other way
Starred values were filed as active, the others as inactive; · = no result given. No enrichment for hits (roughly 7.7% active in at least one column).

Structure	NF-kB expr up	FLuc inh counter	STAT1 blocker	RAM inhibit	STAT3 blocker	APP transl inh	Hsp70 act	STAT1 act	STAT3 act	APP 5'UTR act
Cc1ccc(-c2noc(CCCC(=O)Nc3cccnc3)n2)cc1	0.5	1	17	0.5	29	14	-0.1	85	79	-14
Cn1c(=O)n(CCc2ccccc2)c(=O)c2c1nc1n2CCCN1CCc1ccccc1	0.23	-2	-3	3.8	2	-10	-0.2	103	102	10
CC1CCN(c2nc(-c3ccncc3)nc3ccccc23)CC1	0.76	-12	16	-1.0	8	17	0.1	86	98	-17
O=C(OCC#CCSc1nc2ccccc2o1)c1cc2ccccc2o1	1.4	-4	-2	10*	-10	-8	0.1	99	111	8
CC1CSc2ccccc2NC1=S (stereo unspecified)	1	-7	6	-0.2	0	-9	0.1	95	102	9
Cc1nc([N+](=O)[O-])cn1-c1ccc(N)cc1	1.1	-3	4	0.1	1	1	-0.4	96	95	-1
COc1cccc2cc(C(=O)OC3CCN(C)CC3)c(=O)oc12	1.4	3	-7	-1.2	-1	-23	-0.2	108	101	23
CC(/C=C1\SC(=S)N(NC(=O)c2ccc(C)cc2)C1=O)=C\c1ccccc1	1.1	-4	10	5.9	7	-18	-0.1	91	98	18
Cc1cc(=O)[nH]c(SCC2(O)C3CC4CC(C3)CC2C4)n1 (stereo unspecified)	1.1	-2	-1	1.4	10	5	-0.3	101	97	-5
CCOC(=O)C1=C(C)NC(=O)NC1c1ccoc1 (stereo unspecified)	1	-5	-1	1.4	10	-11	0.4	101	98	11
O=S(=O)(c1ccc(F)cc1)n1ccc2cccnc21	1.1	-4	9	0.3	12	5	-0.4	92	93	-5
COc1ccc(NC(=O)CCN2CCOCC2)c(OC)c1	1.1	-2	4	-2.4	-1	-14	-0.1	94	103	14
Cn1c(Cc2csc(N)n2)nnc1SC/C=C/c1ccccc1	0.99	0	-5	0.8	-6	-18	-0.1	105	107	18
CCOC(=O)CSc1nc2ccccc2c(=O)n1CC1COc2ccccc2O1 (stereo unspecified)	1.1	1	7	3.9	9	6	-0.3	94	94	-6
CCCCCOC(=O)C1[C@H]2C(=O)N(CCCOC)C[C@]23C=C[C@H]1O3 (stereo partly specified)	0.98	-6	2	1.0	1	-9	0.2	98	100	9

The list goes on, starting with the last 2 of the part before.
Structure	NF-kB expr up	FLuc inh counter	STAT1 blocker	RAM inhibit	STAT3 blocker	APP transl inh	Hsp70 act	STAT1 act	STAT3 act	APP 5'UTR act
CCOC(=O)CSc1nc2ccccc2c(=O)n1CC1COc2ccccc2O1 (stereo unspecified)	1.1	1	7	3.9	9	6	-0.3	94	94	-6
CCCCCOC(=O)C1[C@H]2C(=O)N(CCCOC)C[C@]23C=C[C@H]1O3 (stereo partly specified)	0.98	-6	2	1.0	1	-9	0.2	98	100	9
CCOC(=O)c1c(NC(=O)Cn2nc([N+](=O)[O-])c(Br)c2C)sc2c1CCC(C)C2 (stereo unspecified)	1.2	4	0	1.8	6	-1	-0.1	100	101	1
N/C(=N\OC(=O)c1ccco1)c1cccnc1	1.2	26	-16	0.9	9	-16	0.2	114	96	16
C/C=C/COC(=O)c1[nH]c2c(c1C)C(=O)CC(c1ccc(N(C)C)cc1)C2 (stereo unspecified)	1.1	-3	1	1.5	9	-18	-0.3	100	93	17
Cc1ccccc1-n1nc(C(=O)c2cccs2)cc(-c2nc3ccccc3[nH]2)c1=N	1.1	1	5	3.2	-1	-3	-0.3	96	103	3
CC1CCCN(C(=O)C23CCC(C)(C(=O)C2)C3(C)C)C1 (stereo unspecified)	1.1	-1	1	-0.1	6	13	-0.3	97	95	-13
O=C(O)CCCCCCC1C(=O)NC(=O)N1CCC(O)C1CCCCC1 (stereo unspecified)	1.1	5	-1	-0.3	3	-28	-0.4	101	100	28
O=C(O)CN1C(=O)C2C3C=CC(C3)C2C1=O (stereo unspecified)	1.1	0	11	2.1	11	-11	-0.2	91	91	11
COc1ccccc1CNC(=O)/C=C/c1ccc(Br)o1	1.1	-1	1	0.7	6	-3	0.2	97	102	3
OCC1(CCCc2ccccc2)CCN(Cc2ccc(F)cc2)CC1	1.2	-7	-2	-0.4	-5	9	-0.1	100	106	-9
COc1ccc(C(=O)Nc2ccccc2C(=O)NC(Cc2c[nH]c3ccccc23)C(=O)O)cc1 (stereo unspecified)	1.1	19	8	-0.6	-44	-1	0.0	92	138*	1
COc1c(C)cc(C(=O)C2CCCN(C(=O)c3ccc4cc[nH]c4c3)C2)cc1C (stereo unspecified)	1.1	-10	3	0.2	9	9	-0.1	96	96	-9
CCn1ncc(Br)c1C(=O)Nc1ncc(C)s1	1.4	-3	-15	0.8	6	-12	-0.3	112	96	12
CCSC(C)CC1CC(=O)CC(=O)C1 (stereo unspecified)	0.96	-1	-2	0.9	3	-27	0.2	100	103	57
COc1ccc(NCC(=O)N/N=C/c2cc([N+](=O)[O-])ccc2N2CCCC2)cc1	0.96	-5	3	2.9	-10	-16	-0.3	96	110	15
CCOc1ccc(Br)cc1S(=O)(=O)Nc1nc(CN2CCOCC2)nc2sc(C)c(C)c12	0.98	0	8	6.5	8	16	-0.3	92	97	-16
Cc1ccc(CC(=O)Nc2nc3ccccc3[nH]2)cc1C	1	0	-5	3.5	-5	10	-0.4	105	107	-10
CC1CCN(C(=O)C2CCCCN2S(=O)(=O)c2cccc([N+](=O)[O-])c2)CC1 (stereo unspecified)	0.88	-2	-2	0.9	7	5	0.1	101	101	-5
COc1cc(C(=O)NCc2nnc(SCC(=O)Nc3nc4ccccc4s3)o2)cc(OC)c1OC	1.3	-5	-5	5.2	2	-5	-0.2	104	98	5
CC(C)(C)C(=O)NC(NC(=O)C(C)(C)C)c1ccc([N+](=O)[O-])cc1	1.2	-4	-2	1.6	1	11	-0.4	102	101	-11
O=C(Nc1nccs1)c1cccc(NC(=O)C2CC2)c1	0.98	1	-5	1.6	22	11	0.4	102	84	-11
COc1ccc(NC(=O)N(CCC(C)C)C(C)c2ccccn2)c(OC)c1 (stereo unspecified)	0.78	0	12	0.5	14	3	-0.1	89	95	-3
Cc1ccc(S(=O)(=O)c2nc(NCc3ccc4c(c3)OCO4)sc2Cl)cc1	1.2	-6	-2	5.7	2	0	-0.1	102	99	0
CN(CCCC(=O)Nc1ccncc1)S(=O)(=O)c1ccc(Cl)cc1	0.77	-3	13	0.7	47*	0	-0.5	88	62	0
O=S(=O)(N1CCCCC1)n1c(Cc2ccccc2)nc2ccccc21	0.81	-9	2	2.8	-5	7	-0.4	98	107	-7
Cc1nc2ccccc2cc1O	0.94	-3	12	0.8	-75	4	-0.2	84	163*	-4
Cc1cccc(NC2=NC(=S)N(c3cccc(C(=O)O)c3)C23CCCCC3)c1	1.2	0	-2	2.4	19	-8	0.0	100	91	8
COc1cc(Br)c(S(=O)(=O)Nc2c(C)n(C)n(-c3ccccc3)c2=O)cc1OC	1.1	-7	3	1.2	8	7	-0.2	98	97	-7
CC[C@H](C)[C@H](NS(=O)(=O)c1ccc(C)cc1)C(=O)N1CCC(C(=O)N[C@@H](C)C(=O)O)CC1	1.2	-4	7	0.1	-10	4	-0.5	94	108	-4
CCNC(=S)Nc1ccc(Oc2ccccc2)cc1	·	·	-5	·	10	1	-0.1	106	99	-1
CC(C)NC(=S)N/N=C/C1=CCC2CC1C2(C)C (stereo unspecified)	1	2	-4	2.3	-4	-14	-0.3	104	102	15
COc1ccc(NC(=O)Nc2ccc3oc(C)nc3c2)cc1	2.6	47	-32	0.5	21	-85	0.4	128	83	85
O=S(=O)(NCCc1csc(-c2cccnc2)n1)c1ccc(Cl)s1	0.79	-7	9	1.3	25	2	-0.5	92	83	-2
COc1ccccc1OCCOCCOc1ccc(C)cc1[N+](=O)[O-]	1.1	-5	-4	1.0	0	4	-0.3	104	98	-4
N#CC1=C2SCN(c3ccccc3)CN2C(=O)CC1c1ccccc1Cl (stereo unspecified)	1.1	2	4	-0.2	7	0	0.0	96	101	0
O=[N+]([O-])c1ccc(-c2cn(-c3ccccc3F)c(=S)[nH]2)cc1	1.2	2	-10	4.6	9	0	-0.3	109	94	0
Cc1cccc2c1N(CCOc1ccccc1)C(=O)C2=O	1.4	-10	-1	-0.1	7	-26	0.2	99	99	26
CCCOc1ccc(-c2nnn(CC(=O)c3ccc4c(c3)OCCO4)n2)cc1	0.95	-8	-6	7.0	12	-7	-0.1	105	93	7
O=C(N/N=C/c1ccc(-c2ccccc2[N+](=O)[O-])o1)c1cncc(Br)c1	0.67	-8	9	2.8	-8	-8	0.1	92	105	8
COCCNC(=O)CN(c1cccc(OC)c1)S(=O)(=O)c1ccc(C)cc1	1.3	1	4	1.5	-3	8	0.6	97	108	-8
CSCCC(NC(=O)c1ccc([N+](=O)[O-])cc1Cl)C(=O)OCC(=O)NCCCc1ccccc1 (stereo unspecified)	1.2	-3	-1	9.5*	-4	-7	-0.3	101	103	7
COc1ccc(OC)c(S(=O)(=O)N(C)CC(=O)N2CCN(c3cccc(Cl)c3)CC2)c1	0.67	-2	10	1.8	14	6	-0.4	91	89	-6
O=C1CN(CC(=O)Nc2cccc(Cl)c2Cl)c2ccccc2N1	1.1	-12	6	0.8	-58	-44	-0.4	93	149*	44
COc1cc2c(cc1NC(=O)C1CCCO1)oc1ccccc12 (stereo unspecified)	5.6*	-2	-51	7.8	-76	-162	0.1	147*	166*	162*
Cc1ccc(S(=O)(=O)CCc2nnc(NC(=O)c3cnccn3)s2)cc1	1.3	-8	-2	1.9	2	1	-0.1	102	102	-1
O=C1CC(N2CCC(c3nc4ccccc4s3)CC2)C(=O)N1Cc1ccccc1 (stereo unspecified)	0.75	-6	-6	0.8	4	-4	0.0	106	101	4
O=C(Cc1ccc(F)cc1)NCc1cccnc1	1.1	-7	4	1.5	2	1	-0.2	96	104	-1
CCOC(=O)c1cccc(NC(=O)CSc2nc3cccnc3n2C)c1	0.58	-4	14	0.4	59*	1	0.3	87	55	-1
Cc1nc2nc[nH]n2c(=O)c1NC(=O)c1c(-c2ccccc2Cl)noc1C	1.2	-1	-2	0.6	17	-12	-0.2	104	90	12
CC12CCC(c3c(C(=O)O)nn(-c4ccccc4)c31)C2(C)C (stereo unspecified)	1.1	-5	-1	0.1	3	4	-0.4	101	106	-4
CCC(C(=O)OCC(=O)Nc1ccc(OC)cc1OC)c1ccccc1 (stereo unspecified)	1.1	-4	2	1.8	13	-18	-0.3	97	95	18
COc1ccccc1C1C(C(N)=O)=C(C)Nc2nc(-c3ccccc3Cl)nn21 (stereo unspecified)	0.92	-3	2	0.8	11	5	-0.1	99	98	-5
COc1cccc(NC(=S)Nc2cc(C(=O)O)ccc2N2CC3CC(C2)c2cccc(=O)n2C3)c1 (stereo unspecified)	1	1	-8	1.4	-1	-59	-0.2	106	102	59
Cc1cccc(NC(=O)Nc2cc(C)on2)c1	1.7	8	-22	0.9	10	-12	-0.1	120	94	12
